# MEKK2mut PB1 HTS – MEK5 binding signal on mutant MEKK2 PB1, primary screen, biochemical, multiplex bead flow cytometry, Alexa488-MEK5; Alexa488-MEK5 binding to MEKK2 mutant; 290,000 compounds, 0.35% hits; AID 1530, 2009; percent response, % at 10 µM; in the data active = percent response above about 24%, passing the limit was not always enough; also: inactives centre near 1; some results filed as inactive read as strong as hits; reference of the scale not given here
# MEKK3 PB1 HTS – modulators of MEKK3-MEK5 PB1 binding, primary screen, biochemical, wildtype MEKK3, multiplex bead flow cytometry, Alexa488-MEK5; bead-based flow cytometry, Alexa488-MEK5 binding to MEKK3; actives lie on both sides; 0 = blocked by unlabeled MEK5, 100 = vehicle; binding response (% of control), % at 10 µM; 290,000 compounds, 1.4% hits; AID 1529, 2009;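 active = binding response more than 3 SD above or below the average of its plate-row segment, actives on both sides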;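 also: Alexa488 bead fluorescence after subtracting the streptavidin-only scavenger bead signal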
# Target sequence (Q99759 whole entry, looked up): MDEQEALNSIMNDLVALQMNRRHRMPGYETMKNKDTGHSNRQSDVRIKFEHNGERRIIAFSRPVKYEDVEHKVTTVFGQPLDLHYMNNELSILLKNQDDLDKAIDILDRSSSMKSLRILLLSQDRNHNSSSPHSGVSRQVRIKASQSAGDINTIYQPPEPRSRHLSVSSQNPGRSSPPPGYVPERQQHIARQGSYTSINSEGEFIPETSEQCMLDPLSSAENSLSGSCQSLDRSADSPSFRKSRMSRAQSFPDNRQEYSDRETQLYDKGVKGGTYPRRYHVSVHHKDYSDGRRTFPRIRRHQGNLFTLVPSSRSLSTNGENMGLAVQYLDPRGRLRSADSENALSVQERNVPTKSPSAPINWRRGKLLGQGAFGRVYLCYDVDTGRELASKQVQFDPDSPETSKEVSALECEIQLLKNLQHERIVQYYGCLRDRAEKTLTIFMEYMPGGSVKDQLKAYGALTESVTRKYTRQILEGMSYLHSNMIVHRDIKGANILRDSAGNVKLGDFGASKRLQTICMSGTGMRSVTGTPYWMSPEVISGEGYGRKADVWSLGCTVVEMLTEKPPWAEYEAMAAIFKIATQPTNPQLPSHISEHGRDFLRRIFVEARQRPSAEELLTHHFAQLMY
# V1aR counter – agonists of human V1a receptor, primary screen, counter-screen for OXTR agonist project, fluorescence, CHO-V1R cells. Vasopressin V1a receptor (Homo sapiens), P37288. Fluo-8 calcium fluorescence, agonist mode; 0% DMSO, 100% 3 nM vasopressin. AID 2797, 2010. activation, % at 3 µM. 320,000 compounds, 0.25% hits;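 active = activation above the mean activation of all tested compounds plus 3 SD, per screening run, cut at about 20% in these data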;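 also: signal is peak over basal fluorescence ratio across a 100 second FLIPR read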
# NALP1 inh – NALP1 inflammasome inhibitors in reconstituted yeast, colorimetric, S. cerevisiae, triplicate retest | AID 2071, 2009 | S. cerevisiae NALP1/ASC/caspase-1 growth, X-gal OD620, 72 h | inhibition, % at 10 µM | 280,000 compounds, 0.61% hits; in the data active = inhibition mostly above about 24%, no sharp cut-off; inactive = mostly below about 32%; also: some compounds called inactive have numbers as strong as hits
# PHOSPHO1 inh – PubChem AID 1565 | Phosphoethanolamine/phosphocholine phosphatase (Homo sapiens), Q8TCT1 | recombinant PHOSPHO1, absorbance phosphatase assay | inhibition, % at 13.3 µM | 290,000 compounds, 1.1% hits; in the data active = inhibition above about 60%
# GPR7 antagonist – GPR7 receptor antagonists, primary screen, cell-based, fluorescence, single concentration; GPR7-expressing cells, fluorescence antagonist assay; AID 1861, 2009; Neuropeptides B/W receptor type 1 (Homo sapiens), P48145; inhibition, % at 4.4 µM; 290,000 compounds, 1.1% hits; in the data active = inhibition above about 16%, passing the limit was not always enough;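 also: cells stimulated with the agonist NPW; 0% = agonist with vehicle and 100% = vehicle without agonist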
# GalR3 antag – GalR3 antagonists in HEK293 cells, primary screen, cell-based, fluorescence readout; Galanin receptor type 3 (Homo sapiens), O60755; HEK293 GalR3-CNG cAMP membrane potential fluorescence; galR3 body fused to GalR1 C-terminus; inhibition, % at 3 µM; 360,000 compounds, 0.44% hits; AID 651719, 2012;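 active = inhibition above the screen-wide average plus 3 SD, cut at about 13% in these data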;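 also: forskolin and galanin both at EC90 stimulate the cells; cAMP rise reported by CNG channel membrane potential dye signal; 0% = forskolin plus galanin with DMSO and 100% = forskolin alone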
# MEKK2 WT-MEK5 – modulators of MEK5 binding to wildtype MEKK2, primary screen, biochemical, multiplex bead flow cytometry, Alexa488-MEK5; Mitogen-activated protein kinase kinase kinase 2 (Homo sapiens), Q9Y2U5; Alexa488-MEK5 binding to MEKK2 WT; actives lie on both sides; 290,000 compounds, 1.1% hits; binding response (% of control), % at 10 µM; in the data active = binding response below about 67% or above about 130%
# OXTR agonist – human OXTR agonists, primary screen, fluorescence, CHO-OTR cells, Fluo-8 calcium | Oxytocin receptor (Homo sapiens), P30559 | Fluo-8 calcium fluorescence; normalized: DMSO 0%, oxytocin 100% | activation, % at 3 µM | 320,000 compounds, 0.32% hits | AID 2435, 2010;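 active = activation above the mean of all tested compounds plus 3 SD, cutoff set per screening run, cut at about 20% in these data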;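 also: peak over basal fluorescence ratio from a 100 s FLIPR kinetic read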
# Target sequence (P30559 whole entry, looked up): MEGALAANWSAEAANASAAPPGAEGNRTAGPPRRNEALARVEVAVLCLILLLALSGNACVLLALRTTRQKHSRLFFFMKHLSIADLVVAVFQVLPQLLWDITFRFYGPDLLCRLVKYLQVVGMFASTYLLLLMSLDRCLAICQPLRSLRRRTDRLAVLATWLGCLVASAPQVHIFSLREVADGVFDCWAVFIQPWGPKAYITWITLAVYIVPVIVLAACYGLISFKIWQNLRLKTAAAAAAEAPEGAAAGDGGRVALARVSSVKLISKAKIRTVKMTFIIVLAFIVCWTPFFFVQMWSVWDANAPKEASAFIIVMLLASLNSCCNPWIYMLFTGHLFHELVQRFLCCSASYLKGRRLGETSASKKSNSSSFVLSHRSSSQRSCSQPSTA
# Numbers without * were called inactive; . = no result given; & = joins results of further samples; [ ] = dose if it differs, or a comment.
SMILES,MEKK2mut PB1 HTS,MEKK3 PB1 HTS,V1aR counter,NALP1 inh,PHOSPHO1 inh,GPR7 antagonist,GalR3 antag,MEKK2 WT-MEK5,OXTR agonist
Cc1nn(Cc2ccc([N+](=O)[O-])cc2)c(=O)n1-c1cccc(Cl)c1,2,106,0.1,4,15,-6,6,104,-0.8
CCc1nn(CC(=O)NCCC(C)C)c(=O)c2cc3c(OC)cccc3n12,-1,103,-0.6,13,5,17,-9,104,0.1
CC(=O)c1ccc(S(=O)(=O)N(Cc2cc3cc4c(cc3[nH]c2=O)OCCO4)CC2CCCO2)cc1 (configuration not stated),-1,99,1.0,-8,-10,-10,5,96,0.0
COC(=O)C1=C(CSc2nncn2C)NC(=O)NC1c1cc(C)ccc1C (configuration not stated),5,105,0.8,32,-7,10,3,112,0.2
Cc1cc(NC(=O)c2nn(C)c(C)c2Br)no1,8,103,-0.5,-4,33,-12,1,109,0.3
COC(CNC(=O)c1ccc(CS(=O)(=O)c2ccc(C)cc2)o1)OC,6,105,1.7,20,24,-8,-13,103,0.5
O=c1[nH]cnc2sc3c(c12)CCN(Cc1ccccc1)C3,0,122,-0.1,24,3,-8,-11,106,-0.1
COC(=O)CSc1n[nH]c(-c2cccnc2)n1,3,104,1.5,3,1,10,0,102,0.4
C=CCSc1nc(-c2ccccc2)c(C#N)c(=O)[nH]1,5,103,0.0,8,8,10,-7,105,-1.2
Nc1cc2c(cc1C(=O)c1ccc(Cl)cc1)OCCO2,-1,99,-0.7,14,13,-14,1,100,-0.8
Nc1ccccc1NC(=O)c1ccccc1N,-16,3.0*[inhibitor],0.7,2,23,15,1,3.0*[inhibitor],-1.4
CN1CCN(CCCn2cnc3c(=O)oc4ccccc4c32)CC1,0,90,1.3,8,17,3,-2,88,0.6
Cn1c(SCC(=O)NCCc2ccccc2)nnc1-c1ccco1,2,101,0.8,-7,18,-2,-2,100,-0.2
Cc1cc(=O)oc2cc(NC(=O)c3cc4ccccc4o3)ccc12,.,.,-1.3,21,-16,-11,-2,.,-1.0
Cc1ccc(CN2C(=O)N/C(=C/c3ccc(-c4ccc(C(=O)O)cc4)o3)C2=O)cc1,1,99,0.5,.,-2,-4,3,93,1.2
CC(=O)CCn1c(=O)n(CCC(C)=O)c(=O)n(CCC(C)=O)c1=O,7,91,1.9,3,-1,10,0,94,0.5
O=c1ccc(-c2ccc(S(=O)(=O)NCC3CCN(Cc4cccc(F)c4)CC3)s2)n[nH]1,2,102,0.9,10,12,-11,-2,113,1.0
CCOC(=O)c1c(-c2ccc(OC)cc2)csc1NC(=O)CCN1CCOCC1,-1,100,-1.1,-1,-4,-19,-4,100,-2.0
O=C(Nc1ccc(/C=C/c2nc3ccccc3o2)cc1)c1ccc(F)cc1,8,103,-0.5,2,8,7,-5,104,-0.4
NC(=S)Nc1ccc(Oc2ccc(NC(N)=S)cc2)cc1,6,105,-0.2,10,-26,13,-2,107,-0.7
S=C(Nc1ccc(Cl)cc1)N1CCCC1,-2,92,0.5,30,-3,-9,-4,97,-0.9
O=C(COc1ncnc2sccc12)Nc1cccc(S(=O)(=O)N2CCCC2)c1,-2,100,1.4,-1,29,-9,3,102,2.8
CCCCOc1ccc(CSC(CC(=O)O)C(=O)O)cc1 (configuration not stated),6,103,-1.3,11,6,-14,-3,104,0.6
O=C(CSc1nnc2scc(-c3ccc(Cl)cc3)n12)NCc1ccc2c(c1)OCO2,-8,83,-0.9,-17,0,10,.,91,-1.8
Cc1cc(NC(=O)CSc2nc3c(c(=O)n2C)SCC3)no1,2,101,1.1,-81,5,-5,-1,102,-0.6
Cn1c(=O)[nH]c(=O)c2c1nc(NCc1ccccc1)n2CCCc1ccccc1,11,97,-0.7,-9,9,-10,5,95,-2.0
CCn1nnnc1SCC(=O)Nc1ccc2c(c1)OCO2,2,102,0.1,4,-3,-14,-1,114,0.9
COc1cccc(CC(=O)Nc2sc3c(c2C(N)=O)CCCC3)c1,-2,99,0.3,5,8,-4,-8,96,-1.4
Cc1cc(NC(=O)COC(=O)c2cc(S(=O)(=O)N3CCOCC3)ccc2N2CCCCC2)no1,0,94,-0.2,-4,8,4,-5,94,-1.8
CCN1CCN(C(=S)Nc2ccc3nc(N4CCN(CC)CC4)cc(C)c3c2)CC1,3,106,0.1,26,-2,0,-7,106,0.4
CC(=O)Nc1ccccc1NC(=O)c1ccc(C)c(C)c1,-9,89,0.2,-8,13,3,6,93,0.3
CNC(=S)N/N=C/c1ccc(N2CCOCC2)s1,-7,93,0.7,14,17,-3,-5,88,1.3
O=C1C(=O)N(Cc2cccnc2)C(c2cccc(Br)c2)/C1=C(/O)c1ccc2c(c1)OCO2 (configuration not stated),7,104,1.5,8,8,6,-2,103,0.5
Cc1ccc(CN(CC(=O)NCCc2ccccc2)C(=O)CCCC(=O)Nc2cc(C)on2)cc1,-1,100,-0.5,10,2,-3,-4,105,-1.9
COc1ccc(N(CC(=O)NCCSCc2ccco2)S(=O)(=O)c2ccc(C)cc2)cc1,-4,102,0.4,15,51,-10,-2,95,-1.5
CC(C)(C)c1ccc(-c2nc3[nH]c(=O)cc(NC(=O)c4ccco4)n3n2)cc1,-2,96,1.4,5,12,-16,-3,95,0.9
Cc1ccc(NC2CCCN(C(=O)c3ccc4[nH]ccc4c3)C2)cc1C (configuration not stated),-4,97,-0.1,24,28,-8,0,95,-0.6
Cc1ccnc(NC(=O)C23CC4CC(CC(C4)C2)C3)c1,0,99,-1.2,12,-21,-23,-5,100,-1.5
O=C(Cn1nnc2ccccc2c1=O)NCCc1ccc(Cl)cc1Cl,5,98,-0.6,33,-6,-1,-6,113,-0.4
Cc1nc2ccccc2c(=O)n1/N=C/c1cc(Br)ccc1O,-2,104,0.6,21,28,6,-8,99,1.6
CC(C)Cc1cc(C(=O)N2CCC(N3CCC(C(=O)NC4CC4)CC3)CC2)n[nH]1,-6,96,0.9,-10,-13,-2,-2,100,2.0
O=S(=O)([O-])CCC[n+]1c(SCCCS(=O)(=O)O)sc2ccc(Cl)cc21,-2,98,0.4,-28,-28,-2,-5,101,-0.2
Cc1cc(OCC(=O)Nc2ccc(S(=O)(=O)N3CCN(C)CC3)cc2)ccc1Br,11,103,13,18,28,0,-2,116,19
C/C(=N\NC(=O)c1cc(C(C)(C)C)[nH]n1)C12CC3CC(CC(C3)C1)C2,5,108,0.9,19,21,-10,-3,97,0.4
CCOc1ccc(Cl)cc1CSc1n[nH]c(CC)n1,5,99,-1.2,1,-27,2,-4,101,-1.8
O=C(CSc1nnc(Cc2ccccc2)o1)c1ccc(F)cc1,-7,91,-0.1,16,37,-4,-6,95,-1.6
COc1ccc(-n2c(=S)[nH]c(=O)c3cccnc32)cc1,-15,82,2.1,11,16,14,2,79,0.5
COC(=O)C1CN(C(=O)COc2ccc(Cl)cc2Cl)c2ccccc2O1 (configuration not stated),1,106,0.6,17,20,12,0,106,-0.4
CCOC(=O)CNC(=O)C1c2ccccc2C(=O)N(c2ccc(OC)cc2)C1c1ccc(OC)cc1 (configuration not stated),2,101,6.3,12,9,16,-1,98,-0.4
CC(Nc1nc(N2CCCCC2)nc2ccccc12)c1ccccc1 (configuration not stated),34,108,3.9,26,-2,24*,-7,210*,5.1
CCn1c(C)c(C2=CCN(S(=O)(=O)c3ccc(C)cc3)CC2)c2ccccc21,1,85,2.2,-3,-7,2,2,6.0*[inhibitor],1.4
CN(C)S(=O)(=O)c1cccc(NC(=O)COC(=O)/C=C/c2ccco2)c1,10,105,1.7,27,-10,-4,-3,109,0.2
CCCOc1ccc(-c2nn(-c3ccccc3)cc2/C=C2\SC(=S)N(C3CCS(=O)(=O)C3)C2=O)cc1 (configuration not stated),-1,95,0.5,19,4,-5,-8,91,0.1
CC(C)OCCCNC(=O)C(Cc1ccccc1)NS(=O)(=O)c1ccc2c(c1)CCC(=O)N2 (configuration not stated),2,99,-0.3,3,44,-21,-1,99,0.7
CCCCc1nc(SCC(=O)Nc2cccc(Cl)c2)n[nH]1,6,105,2.6,11,-48,7,-5,104,-0.3
CCc1ccc(OCCOCCN2CCN(C)CC2)cc1,3,109,2.0,1,.,-9,0,115,-0.2
Cc1cc(=O)oc2cc(NC(=S)NNC(=O)c3c(Cl)cnn3C)ccc12,3,97,1.8,-2,-52,-10,-2,102,-0.8
COc1cccc(C(=O)N(C)CC2CCN(CCc3cccc(C(F)(F)F)c3)CC2)c1,6,107,0.6,17,.,-15,-13,110,-0.6
Cc1cnc(NC(=O)CN2CCN(c3ccccn3)CC2)s1,.,.,-0.1,15,40,1,-1,.,0.5
O=C(c1ccccc1)c1ccccc1C(=O)c1ccccc1,-2&-20,103&91,-1.5&-1.8,-8&7,25&32,-9&-12,-11&-4,101&87,-1.5&-3.3

# Entries shown so far containing a tert-butyl group:
SMILES,MEKK2mut PB1 HTS,MEKK3 PB1 HTS,V1aR counter,NALP1 inh,PHOSPHO1 inh,GPR7 antagonist,GalR3 antag,MEKK2 WT-MEK5,OXTR agonist
CC(C)(C)c1ccc(-c2nc3[nH]c(=O)cc(NC(=O)c4ccco4)n3n2)cc1,-2,96,1.4,5,12,-16,-3,95,0.9
C/C(=N\NC(=O)c1cc(C(C)(C)C)[nH]n1)C12CC3CC(CC(C3)C1)C2,5,108,0.9,19,21,-10,-3,97,0.4

# Further compounds.
SMILES,MEKK2mut PB1 HTS,MEKK3 PB1 HTS,V1aR counter,NALP1 inh,PHOSPHO1 inh,GPR7 antagonist,GalR3 antag,MEKK2 WT-MEK5,OXTR agonist
Cc1ccc(CSc2cc(C)[nH]c(=O)n2)cc1,2,102,-0.2,-1,3,2,1,102,-0.9
COC(=O)C1=NNC(C(=O)c2ccco2)C1c1ccccc1 (configuration not stated),-2,99,0.3,3,-5,-10,2,95,1.2
Cc1c(Cl)cccc1NC(=S)NCC(C)C,-1,96,1.4,17,0,-15,-5,95,-0.8
Cc1ccc(NC(=O)Cn2c3ccc(F)cc3c3nc4n(c(=O)c32)CCS4)cc1F,-6,94,0.3,8,-1,-8,0,95,-0.9
CCOC(=O)c1cc2ccc(OC)cc2oc1=O,1,97,-0.2,-6,20,13,-5,102,-0.8
Cc1ccc(/C=C/C(=O)c2c(C)nc3ccccn23)cc1,0,102,1.0,22,-1,-4,-3,99,1.7
O=C(O)CNS(=O)(=O)c1ccc2c(c1)C(=O)c1cc(S(=O)(=O)NCC(=O)O)ccc1-2,7,103,.,-8,29,-26,-6,108,.
c1ccc(-n2ncc3c(N4CCN(CCOc5cccc6ccccc56)CC4)ncnc32)cc1,3,102,1.3,9,6,-10,-1,112,0.6
Cc1cccc(CSc2nnc(-c3cnccn3)n2C)c1,10,103,-0.5,22,-12,6,4,98,0.1
CCOC(=O)c1c(N)sc2c(OC)c(Br)ccc12,-4,84,0.5,9,16,2,-7,88,-1.9
CCCCCC(=O)Nc1cc2[nH]c(=O)cc(COC)c2cc1C,-3,98,0.1,-5,24,-15,0,95,-0.6
Cc1cc(C)nc(N2CCC(C(=O)NC3CCCc4ccccc43)CC2)n1 (configuration not stated),9,113,1.0,12,3,-4,-3,117,1.3
Cc1ccc2c(c1)C(=O)CC(c1ccc3c(c1)OCCO3)O2 (configuration not stated),6,104,0.9,18,28,4,-7,107,0.2

# Compound activity from PubChem.
